Cneo AK release: causes C. neoformans cell lysis. adenylate kinase release luminescence, 4 h; normalised: neutral wells 0, clomiphene wells 100. lysis activity, % at 15 µM. 360,000 compounds, 0.2% hits;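 active = mean lysis activity across replicates of at least 80%, whatever share of replicates individually reach that level; inactive = mean lysis activity below 80%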
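Test system: log-phase Cryptococcus neoformans yeast cells; Quantity: yeast cell density of 5 × 10^6 cells/mL; Buffer or medium: YPD; Doses: single compound concentration per well; Timing: 4 h at 37 °C static, read 1 h later; Measured by: AK luminescence; Read-out basis: lysis from increased AK signal; Control set: Clomiphene as positive control.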
miR-122 sensor: miR-122 inhibition in Huh7 cells; Huh7 miR-122 Renilla luciferase sensor, 48 h; neutral wells = 0, positive control = 100; activation (reporter increase), % at 12.5 µM; 340,000 compounds, 0.3% hits; AID 602342;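 active = mean replicate activation score at least 90 and every replicate individually at or above 90; inconclusive = only one of the two criteria met; inactive = neither criterion met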;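 also: higher luciferase means less miR-122 activity so hits act as miR-122 inhibitors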
ARNT TACC3 PPI: disrupts binding between human ARNT and TACC3; AlphaScreen His-ARNT PAS-B/GST-TACC3 binding, luminescence; TACC3 fragment carries E629A point mutation; inhibition, % at 9.99 µM; 390,000 compounds, 0.66% hits;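 active = mean inhibition of replicates at least 50% and at least half of replicates each reaching 50%; inconclusive = half or more replicates reach 50% but mean below 50%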;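 also: 0% = complete ARNT plus TACC3 wells and 100% = ARNT alone without TACC3; many hits fall short of the cut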
Statin myotox sup: suppressors of simvastatin-induced myotoxicity in C2C12 myotubes; AID 602340; 330,000 compounds, 0.78% hits; rescue of ATP level, % at 7.49 µM; ATP luminescence, 48 h; scaled: DMSO 0, geranylgeraniol control 100;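 active = mean ATP rescue above about 67%, or every replicate alone reaching that limit, limit read from the data, passing the limit was not always enough; inconclusive = no clear call, values can overlap the other calls; inactive = mean under the limit and some replicate under it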;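 also: myotubes were challenged with 10 µM simvastatin during compound exposure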
SIRT5 block: blocks human SIRT5 desuccinylation of peptide; 330,000 compounds, 1.1% hits; inhibition, % at 15 µM; AID 652115; Purified SirT5, succinyl-peptide AMC, trypsin-coupled fluorescence; Q9NXA8; in the data active = inhibition above about 15%; inconclusive = no clear call, values can overlap the other calls
Target sequence (Q9NXA8 whole entry, looked up): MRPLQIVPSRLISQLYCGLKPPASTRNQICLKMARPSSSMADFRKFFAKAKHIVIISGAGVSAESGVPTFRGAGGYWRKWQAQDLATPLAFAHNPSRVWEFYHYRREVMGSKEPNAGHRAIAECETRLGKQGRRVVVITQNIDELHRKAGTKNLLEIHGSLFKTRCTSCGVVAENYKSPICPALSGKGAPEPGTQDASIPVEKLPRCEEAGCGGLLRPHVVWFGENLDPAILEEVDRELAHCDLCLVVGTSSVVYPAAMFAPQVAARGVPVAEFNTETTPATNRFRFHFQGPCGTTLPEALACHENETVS
ERp5 inh: blocks human ERp5 reductase activity on insulin | Q15084 | ERp5 insulin aggregation, absorbance 650 nm, 90 min | inhibition, % at 9.99 µM | 350,000 compounds, 0.05% hits;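 active = mean replicate inhibition above about 25%, with every replicate also reaching it, limit read from the data, passing the limit was not always enough; inconclusive = only one of those two criteria met; inactive = neither criterion met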
Target sequence (Q15084 whole entry, looked up): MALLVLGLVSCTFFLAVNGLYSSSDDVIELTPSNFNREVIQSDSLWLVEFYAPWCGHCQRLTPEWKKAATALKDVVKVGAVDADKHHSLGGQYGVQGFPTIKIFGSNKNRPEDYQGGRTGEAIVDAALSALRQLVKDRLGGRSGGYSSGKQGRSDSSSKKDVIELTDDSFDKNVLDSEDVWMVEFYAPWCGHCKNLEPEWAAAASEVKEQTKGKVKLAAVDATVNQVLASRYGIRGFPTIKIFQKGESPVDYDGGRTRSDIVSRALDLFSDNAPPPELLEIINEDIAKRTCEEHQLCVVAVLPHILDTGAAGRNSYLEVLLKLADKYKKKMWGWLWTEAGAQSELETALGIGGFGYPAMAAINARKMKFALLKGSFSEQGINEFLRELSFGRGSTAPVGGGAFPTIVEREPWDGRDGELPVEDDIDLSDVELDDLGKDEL
esBAF inh: inhibitors of esBAF chromatin remodeling in mouse ES cells; Bmi1-luciferase knock-in reporter, 24 h; 100% = twice the neutral-well signal; reporter increase, % at 12.5 µM; 350,000 compounds, 2% hits; AID 602393; in the data active = activation above about 40%; inconclusive = no clear call, values can overlap the other calls;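 also: 0% = median of the plate's neutral control wells and 100% = double that signal; a rise in the Bmi1 reporter signal indicates esBAF inhibition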
The depositor's hits bear a star; ? = inconclusive; / = no result given; [ ] = dose if it differs, or a comment. Rows were taken by chance; overall some 4% were active at least once.

Molecule	ERp5 inh	esBAF inh	SIRT5 block	ARNT TACC3 PPI	Cneo AK release	miR-122 sensor	Statin myotox sup
NS(=O)(=O)c1ccc(CNC(=O)CCCSc2ccccc2)cc1	2.0	4.8	4.6	0.7	/	-10.3	-1.4
Cc1cccc(NC(=O)CNC(=O)Cn2ncc(Cl)c(Cl)c2=O)c1C	/	10.0	/	-9.0	-0.9	38.5	7.9
CC(=O)c1cc(N2CCC(C(=O)O)CC2)ccc1[N+](=O)[O-]	-12.5	/	4.9	/	/	-9.1	/
COc1ccc(-c2csc3ncn(-c4cccc(C)c4)c(=O)c23)cc1OC	1.9	6.9	4.3	/	-4.2	-2.7	13.0
O=S(=O)(Nc1ccc(N2CCOCC2)nn1)c1ccccc1	/	1.2	/	/	0.5	-0.5	1.5
CCC(C)c1ccccc1NC(=O)CN1CCN(C/C=C/c2ccccc2)CC1 (configuration not stated)	3.7	/	-5.5	9.9	/	/	/
COc1ccc(NC(=S)N2C3CCC2CC(NC(=O)NC24CC5CC(CC(C5)C2)C4)C3)c(OC)c1 (configuration not stated)	1.4	-1.9	4.1	10.7	1.3	0.4	-30.1
CCCC(=O)NNC(=O)Nc1ccccc1	3.3	-3.8	-2.6	-8.8	2.4	-22.6	4.2
C[C@H](CO)N1C[C@H](C)[C@@H](CN(C)C(=O)Nc2ccc3c(c2)OCO3)Oc2cc(C#Cc3cccnc3)ccc2S1(=O)=O	0.5	-11.3	5.0	-9.2	-0.5	7.0[16.7 µM]	-22.4
CSc1nc(N)nc2c1ncn2CC(=O)Nc1ccc(C)c(C)c1	11.0	-7.5	-0.1	-7.5	-0.5	-4.2	-2.1
COc1ccc(-c2[nH]ncc2CN(CCO)CC23CC4CC(CC(C4)C2)C3)c(OC)c1	3.4	2.1	23.6*	4.2	-0.3	1.9	-8.3
CO[C@H]1CN(C)C(=O)c2cc(NC(=O)C3CC3)ccc2OC[C@H](C)N(C(=O)c2ccccn2)C[C@@H]1C	/	-1.5	/	/	/	-10.6[16.7 µM]	-3.7
C[C@@H]1CN([C@@H](C)CO)S(=O)(=O)c2ccc(C3=CCCCC3)cc2O[C@@H]1CN(C)C(=O)C1CCC1	9.3	-1.4	3.3	2.3	12.3	-13.8[16.7 µM]	-43.5
Cc1ccc(C)c(-n2nnnc2SCC(=O)Nc2cccc(-c3nnc4n3CCCCC4)c2)c1	/	2.8	/	/	9.7	-11.1	3.8
O=C(NCc1ccco1)C1CCN(S(=O)(=O)c2cccc([N+](=O)[O-])c2)CC1	-3.6	-7.9	-7.9	5.2	8.9	-1.3	-7.4
O=C(O)c1ccc(N2CCCC2=O)cc1	/	4.5	/	-3.1	-1.3	4.4	2.1
C[C@@H]1CN([C@H](C)CO)C(=O)Cc2cc(NC(=O)C3CCCCC3)ccc2O[C@H]1CN(C)CC1CC1	-3.4	1.5	-3.4	-3.3	-9.6	-9.2[16.7 µM]	0.5
c1ccc(CCn2c(SCc3ccccc3)nnc2-c2ccncc2)cc1	/	-5.9	/	-2.6	0.3	45.5	4.8
CCCN(C)C[C@H]1OCCCC[C@@H](C)Oc2ccc(NC(=O)Cc3ccccc3)cc2C(=O)N([C@@H](C)CO)C[C@H]1C	/	-1.5	/	/	/	0.7[16.7 µM]	20.1
CCCCCC(=O)NC(=S)Nc1cccc(C(C)=O)c1	10.8	6.9	0.0	/	14.6	3.5	-6.6
CCN(CC)S(=O)(=O)c1cccc(NC(=O)CCNC(=O)c2ccc([N+](=O)[O-])cc2)c1	6.8	-8.1	-1.2	9.1	4.0	-5.6	3.5
COc1cccc(CNC(=O)C2CCCN2S(=O)(=O)c2ccc3c(c2)C(C)(C)C(=O)N3C)c1 (configuration not stated)	3.2	-4.6	/	-21.9	-2.6	2.9	17.8
CC(C)c1onc(C(=O)Nc2cccc(O)c2)c1[N+](=O)[O-]	4.5	/	0.5	3.9	/	/	/
Cc1nc2ccccc2c2oc(C(=O)N3CCN(c4ccc([N+](=O)[O-])cc4)CC3)cc12	3.0	-2.2	-4.4	-3.5	0.3	-9.4	-35.2
CCc1ccc(C(=O)Nc2nc3ccccc3[nH]2)cc1	0.0	-77.4	-0.8	2.2	-4.0	-2.0	-100.5
Cc1cccc(NC(=O)NCC(c2cccnc2)N2CCOCC2)c1 (configuration not stated)	/	-1.9	/	4.1	14.9	-3.5	-7.2
O=C(CSc1n[nH]c(=O)n1-c1cccnc1)N1CCOCC1	2.6	/	-0.3	/	-0.1	12.7	/
Cc1noc(C)c1COc1ccc(C(=O)N2CCC(C(N)=O)CC2)cc1	2.1	0.4	1.4	-4.1	2.8	-7.8	7.7
CN(Cc1ccccc1)C(=O)c1ccc(NC(=O)C2CCN(C(=O)OC(C)(C)C)CC2)cc1	-2.5	-19.5	-2.9	6.4	2.4	-5.9	8.3
CC1(CC(=O)N/N=C/c2ccc(-c3ccc(C(=O)O)cc3)o2)OCCO1	-4.2	3.3	7.5	1.6	-0.3	/	2.9
COc1ccccc1Oc1ccc(N2CC(C(=O)OCC(=O)c3ccccc3)CC2=O)cc1 (configuration not stated)	3.2	4.4	-2.4	5.1	8.0	4.4	46.3
Cc1ccc(C(=O)O)cc1NC(=O)C1CCN(S(=O)(=O)c2ccc3c(c2)OCCO3)CC1	-7.0	-1.2	-6.0	-6.0	0.9	1.1	0.5
CCOC(=O)CSc1nc(C)c2ccc(C)cc2n1	/	-5.6	/	-9.2	/	7.0	4.0
Cc1ccc(-c2csc3nnc(SCC(=O)Nc4cccc(C)n4)n23)cc1	/	17.5	/	-18.4	0.3	-4.5	27.0
COC(=O)c1[nH]c(C)c(/C(O)=C2\C(=O)C(=O)N(CCN3CCOCC3)C2c2ccc(C)o2)c1C (configuration not stated)	-1.6	2.6	2.4	-2.0	1.4	1.8	-2.3
CC(C)c1ccc(C(C)NC(=S)NC2CCCCC2)cc1 (configuration not stated)	1.9	/	-11.6	10.9	9.5	/	/
CN(C(=O)Nc1ccc(Cl)cc1Cl)[C@H]1c2cc(Br)ccc2OC[C@H]1CO	/	10.6	/	-9.6	-0.9	-3.2	-9.0
Cc1ccc(S(=O)(=O)NCCS(=O)(=O)N2CCN(c3ccc(F)cc3)CC2)cc1	-5.9	-8.5	-4.0	-2.7	-1.8	8.3	8.5
CCCNC(=O)[C@@H]1[C@@H](CO)[C@@H]2Cn3c(cccc3=O)[C@H]1N2C(=O)C1CCCC1	-2.7	4.7	3.8	-8.4	7.5	-1.2[16.7 µM]	-10.6
C[C@H](CO)N1C[C@H](C)[C@H](CN(C)CC2CC2)Oc2c(cccc2N(C)C)C1=O	3.1	0.1	-3.2	-9.8	3.5	7.8[16.7 µM]	10.8

Next part, starting with the last two of the part before.
Molecule	ERp5 inh	esBAF inh	SIRT5 block	ARNT TACC3 PPI	Cneo AK release	miR-122 sensor	Statin myotox sup
CCCNC(=O)[C@@H]1[C@@H](CO)[C@@H]2Cn3c(cccc3=O)[C@H]1N2C(=O)C1CCCC1	-2.7	4.7	3.8	-8.4	7.5	-1.2[16.7 µM]	-10.6
C[C@H](CO)N1C[C@H](C)[C@H](CN(C)CC2CC2)Oc2c(cccc2N(C)C)C1=O	3.1	0.1	-3.2	-9.8	3.5	7.8[16.7 µM]	10.8
CC(NC(=O)c1ccco1)C(=O)N1CCN(C(c2ccccc2)c2ccccc2)CC1 (configuration not stated)	2.1	-4.8	0.2	2.0	-2.2	/	24.6
CCOc1ccc(-c2nc(CSCC(=O)NCc3ccco3)c(C)o2)cc1	/	-87.1	/	-8.1	-1.7	6.2	110.9*
CC(=O)c1c(C)nc(Nc2nc3ccccc3s2)nc1C	1.3	/	-5.9	/	-0.3	3.9	/
Cc1ccc(-n2nc3c(c2NC(=O)CC(C)C)CS(=O)(=O)C3)cc1	3.2	-6.8	-3.6	-1.5	0.0	2.3	-3.0
CC1(C(=O)NC2CCCC2)CCC(=O)N1Cc1ccccc1 (configuration not stated)	/	-6.5	/	12.0	-4.4	-5.3	-7.5
Oc1ccc(Nc2ccnc3cc(Cl)ccc23)cc1	1.6	9.7	-0.5	-0.2	-0.1	-2.2	-2.6
O=C(OCC(=O)N1c2ccccc2Sc2ccccc21)C1CC(=O)N(Cc2ccco2)C1 (configuration not stated)	/	3.4	/	-5.7	0.6	-8.0	-2.6
CCOc1ccccc1NC(=O)c1cnc2n(c1=O)CCS2	/	-4.1	/	-0.5	0.9	-7.1	0.8
O=[N+]([O-])c1cc([N+](=O)[O-])c(Oc2ccc(F)cc2F)cc1NN1CCCCC1	-5.2	3.7	17.5*	39.4	2.7	2.6	-15.8
Oc1ccccc1-n1c(-c2ccccc2)ccc1-c1ccccc1	0.7	6.5	-0.9	-1.4	5.3	14.2	11.5
CN1CCN(NC(=O)c2cn(-c3ccccc3)nc2-c2ccc(OC(F)F)cc2)CC1	-1.0	/	-1.4	-7.9	/	/	/
Clc1ccc(CNc2ccc(CNc3ncn[nH]3)cc2)c(Cl)c1	2.0	/	0.9	0.6	/	/	/
CC(C)CC#Cc1ccc([C@@H]2[C@@H](CO)N3CCCCN(C(=O)NC4CCCC4)C[C@H]23)cc1	0.3	-10.5	0.6	0.4	0.7	-4.3[16.7 µM]	-67.3
Cc1noc(C)c1NC(=O)Nc1ccc2c(c1)C(=O)N([C@@H](C)CO)C[C@H](C)[C@H](CN(C)C(=O)CCCN(C)C)OCCCC[C@H](C)O2	-16.0	-1.7	-2.7	-1.5	51.9	19.3[16.7 µM]	-7.1
Cc1ccc(OCCN2CCC2(C)C(=O)Nc2ccc3c(c2)OCO3)cc1 (configuration not stated)	0.4	-3.0	/	/	-1.2	-3.9	3.1
CC(C(=O)NC(=O)NC1CCCCC1)N1CCN(c2ccccn2)CC1 (configuration not stated)	/	-2.7	/	3.9	-0.6	-19.4	/
O=C(O)c1cc(N/N=C/c2c(O)ccc3ccccc23)ccc1Cl	-0.1	?	4.7	25.4	-1.3	-4.1	30.0
O=C(OCCN(CCOC(=O)c1ccncc1)S(=O)(=O)c1cccs1)c1ccncc1	/	21.0	/	-4.9	1.5	/	-3.2
CCN(CC)C(=O)CC(c1ccc(F)cc1)c1ccco1 (configuration not stated)	/	-3.1	/	-27.9	0.8	-3.3	-3.3
COc1ccc(-c2nc3c(c(SCC(=O)N4CCOCC4)n2)COC(C)(C)C3)cc1	/	1.1	/	26.4	4.1	-6.3	-1.2
C=CCNc1ncnc2c1cnn2-c1ccc(C)cc1C	-2.9	12.2	-1.9	1.4	0.7	-1.4	1.2
NC(=O)C1CCN(C(=O)CSc2nc3c(c(-c4ccccc4)n2)CCCC3)CC1	/	-3.8	/	-0.1	-1.6	0.2	14.2
Cc1cc(C)n(C(=O)c2ccc(C)c(F)c2F)n1	/	/	/	-19.3	0.7	-0.5	/
